NPC1 prom act: activators of NPC1 promoter; 320,000 compounds, 2.4% hits; Potency, µM (top dose mostly 9.22 µM), for the others: at the highest dose activation, most hits filed as activators; Huh7 NPC1 promoter luciferase reporter, 24 h;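 note: potency is the fitted concentration of half-maximal effect; % of control where 0% means no effect; nearly all actives have a fitted effect of over 60% in size; reporter is driven by a mutant NPC1 promoter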
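Quantitative HTS used a cell-based reporter: Huh7 cells stably bearing the NPC1 promoter upstream of luciferase were treated with compounds for 24 h, and promoter activation was read as luminescence.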
FLuc counter: counter-screen for miR-21 project: firefly luciferase inhibitors or activators; P08659; purified FLuc, Km substrates, luminescence inhibition; Potency, µM (doses to about 57.5 µM), without a hit: at the highest dose activity change, negative = inhibition, actives largely listed as inhibitors; 360,000 compounds, 6.9% hits; AID 588342;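 note: potency is the fitted concentration of half-maximal effect; plate controls were vehicle for no effect and reference inhibitor for full effect; nearly all actives have a fitted effect of over 55% in size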
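Purified P. pyralis luciferase (10nM final) with 10uM D-luciferin and 10uM ATP (Km levels) in 50mM Tris acetate pH 7.5, 10mM Mg acetate, 0.01% Tween-20, 0.05% BSA; qHTS 6-point titration, ~60 µM downward; luminescence read.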
ELG1 genotoxic: genotoxicity induction in ELG1-luciferase HEK293T cells; HEK293T ELG1-luciferase reporter, luminescence, 16 h; Potency, µM (top dose mostly 46 µM), inactives show top-dose activity change, positive = activation, usual class: activators; 330,000 compounds, 1.3% hits; AID 504466; note: potency is the fitted concentration of half-maximal effect; % of control where 0% means no effect; nearly all actives have a fitted effect of over 60% in size
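HEK293T cells expressing luciferase-tagged ELG1 were treated with compound or DMSO for 16 hr at 37°C. Luciferase activity was then read after 30 min with ONE-Glo at room temperature; rising signal flags genetic stress.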
Rab9 promoter act: activates the Rab9 promoter | AID 485297 | 320,000 compounds, 2.8% hits | Huh7 Rab9 promoter-luciferase reporter, luminescence, 24 h | Potency, µM (series often up to 9.22 µM), inactives show at the highest dose activation, negative = inhibition, hits mostly activators; note: potency is the fitted concentration of half-maximal effect; % of control where 0% means no effect; nearly all actives have a fitted effect of over 60% in size
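Cells were plated at 1500 per well in reduced-serum medium with 10% FBS and left 2 h. Compound in DMSO was then added for 24 h at 37 °C. Reporter signal was read by luminescence after 10 min with luciferase detection reagent.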
Menin-MLL TR inh: inhibitors of human menin-MLL interaction, mutant MLL peptide | O00255 | Menin + Texas Red MLL mutant peptide, fluorescence polarization | Potency, µM (highest dose often 61.6 µM), for the others: at the top dose FP activity change, negative = inhibition, most hits filed as inhibitors | 270,000 compounds, 0.23% hits | AID 1768; active = well fitted inhibition curve with a large enough effect in the polarisation, with a control signal flat, not every such curve was filed as active; inconclusive = small, poorly fitted or top-dose-only effect, or effect the other way, or a change in a side signal; inactive = no such curve, though single readings can be large or run the other way; the % refers to the polarisation; note: potency is the fitted concentration of half-maximal effect; % of control where 0% means no effect; many of its hits are not listed in these tables
Target sequence (O00255 whole entry, looked up): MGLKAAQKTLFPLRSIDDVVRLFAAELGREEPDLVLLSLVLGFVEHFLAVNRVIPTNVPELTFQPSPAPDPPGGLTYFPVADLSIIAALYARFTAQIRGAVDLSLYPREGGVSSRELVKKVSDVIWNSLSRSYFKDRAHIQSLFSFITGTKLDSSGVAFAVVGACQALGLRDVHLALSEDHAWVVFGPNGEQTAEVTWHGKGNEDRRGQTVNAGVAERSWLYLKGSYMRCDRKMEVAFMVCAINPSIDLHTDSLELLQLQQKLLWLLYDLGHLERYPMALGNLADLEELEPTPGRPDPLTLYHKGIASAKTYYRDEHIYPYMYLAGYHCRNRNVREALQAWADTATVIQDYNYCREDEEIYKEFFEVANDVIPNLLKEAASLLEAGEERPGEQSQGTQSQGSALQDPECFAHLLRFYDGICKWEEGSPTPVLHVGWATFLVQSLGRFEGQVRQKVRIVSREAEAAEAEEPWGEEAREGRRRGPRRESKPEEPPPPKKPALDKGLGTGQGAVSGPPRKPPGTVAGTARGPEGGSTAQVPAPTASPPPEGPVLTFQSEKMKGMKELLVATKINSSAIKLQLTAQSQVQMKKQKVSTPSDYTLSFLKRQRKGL
BRCA1 expr act: BRCA1 expression activation; MCF7-BRCA1-FFLuc reporter, luminescence, 48 h; response scale: scaled: vehicle 0%, 10 µM genistein 100%; Potency, µM (doses to about 46.1 µM), without a hit: at the top dose activation, actives largely listed as activators; 380,000 compounds, 1.1% hits; note: potency is the fitted concentration of half-maximal effect; nearly all actives have a fitted effect of over 80% in size; some results filed as inactive show a strong effect at the top dose
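MCF7-BRCA1-FFLuc, 2000 cells/well; 2 h attach, 37 °C/5% CO2; compound 48 h; luciferase substrate 15 min; luminescence end-point. Norm. to genistein 10 microM max activation and DMSO; concentration-response curves fitted.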
p53 reactivation: restores transcriptional activity of mutant p53; H1299 p53-A138V BP100-luciferase reporter, luminescence, 24 h; Potency, µM (highest dose often 92.2 µM), inactives show at the top dose activity change, positive = activation, most hits filed as activators; 320,000 compounds, 0.063% hits; AID 504706; note: potency is the fitted concentration of half-maximal effect; % of control where 0% means no effect; nearly all actives have a fitted effect of over 45% in size
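p53-null H1299 cells stably carrying temperature-sensitive p53-A138V and a BP100-luciferase reporter were pinned with compounds (4-point, 1:5 series) and held 24 hrs at 37 deg C. Luminescence was read 10 min after detection reagent.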
Giardia kill: kills Giardia lamblia. 340,000 compounds, 0.15% hits. Giardia lamblia trophozoite viability. AID 540267. activity change, % at 7.66 µM, hits read low; in the data active = activity change below about -80%; inconclusive = between about -30% and that limit;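 note: parasites exposed to compound for two days anaerobically before the ATP read; % is set by controls: 0 for no effect and ±100 for the full control effect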
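Luminescent ATP signal served as the viability read-out, measured 15-30 min after adding ATP detection reagent to trophozoites that had been incubated with compounds for 48 hrs at 37 deg C anaerobically at 100 cells/well.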
PKM2 act: increases activity of human pyruvate kinase M2; Potency, µM (series often up to 57.5 µM), inactives show top-dose activation, hits mostly activators; P14618; 260,000 compounds, 0.34% hits; purified PKM2, Kinase-Glo ATP luminescence, activation; response scale: 0% is enzyme alone, no compound; note: potency is the fitted concentration of half-maximal effect; % is set by controls: 0 for no effect and ±100 for the full control effect; nearly all actives have a fitted effect of over 55% in size
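hPK-M2, >95% pure; 0.1 mM ADP / 0.5 mM PEP final; imidazole pH7.2 buffer w/ 7 mM MgCl2, 50 mM KCl; 1 h RT; Kinase-Glo lum. Intermediate enzyme activity for dual inhibitor/activator qHTS.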
RORgamma inh: ROR gamma (mouse) transcription inhibition; P51450; Drosophila S2 Gal4-RORgamma UAS-luciferase reporter, 20 h; Potency, µM (titrated, usually from 53.6 µM), inactives show at the highest dose activity change, negative = inhibition, usual class: inhibitors; 310,000 compounds, 5.4% hits; AID 2551; note: potency is the fitted concentration of half-maximal effect; % is set by controls: 0 for no effect and ±100 for the full control effect; nearly all actives have a fitted effect of over 60% in size
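Stable Schneider cell line, Gal4 DNA-binding domain fused to ROR gamma, UAS-luciferase. Cmpd 1 hr RT → CuSO4 700 uM final → 20 hr RT → luciferase reagent 10 min → luminescence.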
VP16 counter: inhibits Gal4-VP16 luciferase reporter, ROR gamma counter-screen. Drosophila S2 Gal4-VP16 UAS-luciferase, luminescence, 20 h. Potency, µM (doses to about 53.6 µM), for inactives: at the top dose activity, negative = inhibition, most hits filed as inhibitors. 310,000 compounds, 3.5% hits. AID 2546;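 note: Gal4-VP16 expression switched on by copper sulfate through the metallothionein promoter; potency is the fitted concentration of half-maximal effect; % is set by controls: 0 for no effect and ±100 for the full control effect; nearly all actives have a fitted effect of over 50% in size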
The depositor's hits bear a star; ? = inconclusive; . = not tested or not shown; [ ] = dose if it differs, or a comment. Unless noted, calls come from the whole dose curve; as a rule, active = well fitted curve in the direction sought with a large enough effect; inconclusive = small, poorly fitted or top-dose-only effect, or another doubt; inactive = no such curve, though single readings can be large; an effect the other way counts as inactive or inconclusive. Not all compounds are listed; count on the stated rates, not on these rows.

Results follow in this order: NPC1 prom act | FLuc counter | ELG1 genotoxic | Rab9 promoter act | Menin-MLL TR inh | BRCA1 expr act | p53 reactivation | Giardia kill | PKM2 act | RORgamma inh | VP16 counter
1) COc1ccc(CCNC(=O)c2ccc3nc(N4CCOCC4)sc3c2)cc1OC
 : 0% | -12% | -2% | 2% | -3% | 0% | . | 39[activator] | 0% | -36% | -3%
2) CSCC(=O)N1CCC(Oc2cccc(C(=O)NCc3ccccn3)c2)CC1
 : 1% | 0% | -8% | -2% | 13% | -13% | 16% | -23 | . | -17% | 7%
3) CC1(C)C(=O)Nc2ccccc2N1C(=O)COC(=O)c1ccc(NC(N)=O)cc1
 : -4% | 9% | -4% | -4% | . | -9% | -2% | 0 | . | . | .
4) COc1cccc(OCc2cc(C(=O)NCc3ccc4c(c3)OCO4)no2)c1
 : ? | ? | 8% | ? | . | 37% | ? | 3 | . | 35% | 1%
5) CCc1c(O)nc(SCC(=O)Nc2nc3ccccc3s2)n(-c2ccccc2)c1=O
 : -1% | -7% | 0% | -2% | . | -7% | -1% | 6 | 3% | ? | ?
6) C=CCNc1nc(C(F)(F)F)nc2c1nnn2Cc1ccccc1Cl
 : 1% | -1% | 7% | 0% | 3% | -13% | . | -19 | 1% | ? | ?
7) O=C(O)[C@@H]1CCCN1C(=O)COc1ccc2c3c(c(=O)oc2c1)CCC3
 : 4% | 0% | 3% | -1% | -2% | 5% | . | -17 | 5% | 0% | -4%
8) CN(C)Cc1nc2c(c(=O)[nH]1)C1(CCCCC1)Cc1ccccc1-2
 : 0% | 2% | -7% | 1% | -17% | 2% | 5% | 13 | -3% | 2.5µM* | 5µM*
9) COc1ccccc1Oc1nc(-c2cccnc2)nc2ccccc12
 : -7% | -15% | 0% | 0% | ? | -49% | 2% | -9 | 3% | -19% | 9%
10) CCOC1OC(=O)C(Cl)=C1Nc1ccc(C)cc1C (stereo not drawn)
 : -4% | -1% | 0% | -4% | -3% | 1% | -1% | 3 | 0% | 28% | 1%
11) O=C(O)CSc1ccc(Oc2ccc(SCC(=O)O)cc2)cc1
 : -1% | 0% | 2% | -2% | -13% | 0% | -2% | 16 | -2% | -12% | -3%
12) COc1ccc(CCCc2n[nH]c(=S)o2)cc1
 : 0% | ? | 8% | -9% | 13% | 4% | -1% | -19 | -10% | 13µM* | 5%[10 µM]
13) CCOc1ccc(-n2c(-c3ccc(OC)cc3)c[n+]3c2CCCCC3)cc1
 : -36%[inhibitor] | 3% | -4% | -38%[inhibitor] | -14% | -74% | -12% | -3 | 14% | 11µM* | 2µM*
14) CCn1c(C)nc2cc(S(N)(=O)=O)ccc21
 : 0% | -1% | 2% | -5% | 1% | -5% | 5% | -20 | -2% | 4% | -9%
15) Cc1cc(C)c(NC(=O)Cn2ncc3ccccc32)c(C)c1
 : 0% | 2% | ? | -9%[1.84 µM] | -7% | 0% | -4% | -5 | . | 32% | 15%
16) C/C=C/C=C\C(=O)Nc1cccc(C2=NOC3(C2)C[C@H](C(N)=O)N(C(=O)/C=C/C)C3)c1 (stereo partly drawn)
 : 15% | ? | 7% | 11% | . | 29% | 8% | -8 | ? | -4% | -7%
17) CNC(=O)c1nnn(Cc2ccccc2)c1NC(=O)C(F)(F)F
 : 2% | -1% | -1% | 1% | -28% | 0% | -3% | -6 | 11% | -18% | -1%
18) COc1ccc(CNC(=O)C2CCN(S(=O)(=O)c3c(C)noc3/C=C/N(C)C)CC2)cc1
 : -3% | 2% | 1% | 1% | . | 11% | 2% | 25 | . | -5% | -17%
19) CC(Oc1ccc(Cl)cc1Cl)C(=O)N(Cc1ccco1)C1CCS(=O)(=O)C1 (stereo not drawn)
 : -2% | -1%[2.3 µM] | -10% | 0% | -16% | -25% | -2% | 10 | -8% | 14% | -4%
20) Cn1c(SCC(=O)Nc2ccc(N3CCOCC3)c(Cl)c2)nnc1C(O)c1ccccc1 (stereo not drawn)
 : -4% | ? | 1% | -1% | -12% | -3% | 5% | -1 | 0% | 55% | 3%
21) COc1ccc(Cl)cc1S(=O)(=O)N1CCC(O)(c2ccc(Cl)cc2)CC1
 : 0% | 5% | -1% | -3% | . | -1% | 0% | 1 | 1% | 25% | 2%
22) COc1ccccc1C(=O)NC(C)C(c1cccs1)N1CCN(C)CC1 (stereo not drawn)
 : -3% | -3% | 0% | 0% | -12% | 0% | 3% | -5 | -13% | ? | -7%
23) CNC[C@@H](CC1CCCCC1)NC[C@H](CC(C)C)NCCc1cccc(C(F)(F)F)c1
 : -1% | 0% | -11% | -6% | -29% | -80% | -3% | ? | 3% | 11µM* | ?
24) Cn1c(=O)[nH]c(=O)c2c1nc(N1CCCCC1)n2CCCSc1nc2ccccc2s1
 : -12% | 10% | -4% | 1% | -11% | -29% | -16% | -12 | 4% | ? | -3%
25) O=C(COC(=O)c1ccc(Cl)cc1[N+](=O)[O-])NC(=O)c1ccccc1
 : 0% | 1% | 0% | 3% | 0% | -4% | 4% | 1 | 1% | -26% | 1%
26) O=C(Nc1ccc(CN2CCOCC2)cc1)c1ccc(-c2cc(Cl)ccc2Cl)o1
 : -2% | ? | -20% | -2% | 11% | -78% | -1% | -13 | 0% | 3% | 5%
27) CN1CCC(=O)N(CCSc2ccccc2)CC1
 : ? | ? | 13% | ? | 1% | ? | 13% | 24 | -4% | 37% | -3%
28) COC(=O)c1ccc(CNC(=O)CCNC(=O)c2ccco2)cc1
 : 1% | . | -1% | 0% | . | 8% | -7% | 0 | . | . | .
29) O=C(O)CNC(=S)N(Cc1ccc(F)cc1)C1CCCCC1
 : -9% | ? | 0% | -1% | 0% | 31% | 0% | 28 | 2% | -6% | -5%
30) Cc1ccc(Cn2nnnc2CN2CCC(O)(c3ccccc3F)CC2)cc1
 : 0% | 5% | -5% | -1% | ? | -22% | -15% | -7 | 14% | 33% | 4%
31) Cc1c(NC(=O)CCC(=O)N2CCCCC2)c(=O)n(-c2ccccc2)n1C
 : 0% | 3% | 0% | 0% | 1% | -11% | 3% | -11 | 0% | -27% | 4%
32) Cc1ccc(S(=O)(=O)N2CCN(Cc3nc4sc5c(c4c(=O)[nH]3)CCCC5)CC2)cc1
 : -3% | 0% | -6% | 1% | 2% | 1% | 3% | 1 | -1% | 12% | 11%
33) CC1CCN(C(=O)C(C)c2ccc([N+](=O)[O-])cc2)CC1 (stereo not drawn)
 : 1% | 6% | 0% | 1% | -9% | -1% | -1% | -3 | 1% | 35% | 15%
34) COc1ccc2cc3cc(C(=O)NCc4cccnc4)oc3nc2c1
 : 10% | 0% | -5% | ? | -11% | ? | 7% | 20 | -9% | 0% | -5%
35) O=C(NCc1ccccc1)c1ccc(COCC(F)(F)F)o1
 : -3% | 6% | 0% | -2% | 10% | -1% | 8% | 10 | 8% | ? | -6%
36) COc1ccc2c(c1)cc1n2CCN=C1NN
 : -4% | ? | ? | 19% | -17% | 105% | ? | -4 | -5% | -29% | -3%
37) O=C(CSc1nc2ncc(Cl)cc2[nH]1)NCC(=O)Nc1ccc(F)c(F)c1F
 : -1% | 6% | -6% | -3% | . | -31% | -2% | -12 | 0% | 17% | -3%
38) O=C(NNC(=O)C1CCN(Cc2cccc(F)c2)CC1)c1cccc(Cl)c1
 : 1% | 0% | -1% | 0% | 10% | -3% | 3% | 37[activator] | -14% | -7% | -2%

Quoted at random: three entries already listed.
Results follow in this order: NPC1 prom act | FLuc counter | ELG1 genotoxic | Rab9 promoter act | Menin-MLL TR inh | BRCA1 expr act | p53 reactivation | Giardia kill | PKM2 act | RORgamma inh | VP16 counter
31) Cc1c(NC(=O)CCC(=O)N2CCCCC2)c(=O)n(-c2ccccc2)n1C
 : 0% | 3% | 0% | 0% | 1% | -11% | 3% | -11 | 0% | -27% | 4%
38) O=C(NNC(=O)C1CCN(Cc2cccc(F)c2)CC1)c1cccc(Cl)c1
 : 1% | 0% | -1% | 0% | 10% | -3% | 3% | 37[activator] | -14% | -7% | -2%
36) COc1ccc2c(c1)cc1n2CCN=C1NN
 : -4% | ? | ? | 19% | -17% | 105% | ? | -4 | -5% | -29% | -3%
